Screening data deposited in PubChem by several laboratories.
NF-kB neuron act – NF-kB expression increase, human neuronal cells | fold change at 12.5 µM | AID 1239 | 190,000 compounds, 1.6% hits | NF-kB reporter expression; active compounds read high; in the data active means fold change above about 3.3
APP 5'UTR act – APP 5'UTR luciferase reporter activation; AID 1276; 190,000 compounds, 1% hits; activation, % at 2 µM; SH-SY5Y APP 5'UTR luciferase reporter, luminescence; zero percent = DMSO vehicle wells;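 active means activation above a set limit, based on mean plus 3 SD of controls, cut at about 140% in these data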; further: values of inactives mirror those of a sister screen read the other way
TNAP inh no acc – inhibitors of human TNAP without phosphate acceptor. P05186. 200,000 compounds, 0.26% hits. inhibition, % at 20 µM. purified TNAP, CDP-star luminescence, 30 min. AID 1012;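 active means tissue-nonspecific alkaline phosphatase inhibition above about 50% at 20 µM in the single-dose screen, limit read from the data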;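 further: 0% = DMSO negative control and 100% = EDTA positive control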
Target sequence (P05186 whole entry, looked up): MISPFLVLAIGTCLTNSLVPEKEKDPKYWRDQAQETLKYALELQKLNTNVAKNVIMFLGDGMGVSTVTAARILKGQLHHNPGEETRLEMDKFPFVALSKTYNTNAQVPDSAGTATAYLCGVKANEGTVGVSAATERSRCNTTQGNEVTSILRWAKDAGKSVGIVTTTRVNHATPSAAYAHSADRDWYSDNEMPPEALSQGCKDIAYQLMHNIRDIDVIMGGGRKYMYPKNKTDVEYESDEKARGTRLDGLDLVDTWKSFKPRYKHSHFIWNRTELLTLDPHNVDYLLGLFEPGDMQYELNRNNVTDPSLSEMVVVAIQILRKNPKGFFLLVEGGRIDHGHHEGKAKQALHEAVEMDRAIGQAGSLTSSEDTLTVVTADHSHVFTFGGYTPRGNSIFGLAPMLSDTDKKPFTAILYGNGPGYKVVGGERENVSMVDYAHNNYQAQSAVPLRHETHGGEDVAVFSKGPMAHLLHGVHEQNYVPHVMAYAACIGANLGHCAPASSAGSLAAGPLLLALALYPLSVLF
TNAP act hi DEA – increases human TNAP activity under high phosphate acceptor concentration; P05186; purified TNAP, CDP-star luminescence, 1 M DEA, 30 min; active compounds read high; 0 = EDTA background, 1 = DMSO-only activity; activation factor at 20 µM; 200,000 tested, under 10 active; AID 1136;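 active means activation factor at least 2 at 20 µM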
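Dosing: 20 µM single point. System: human TNAP. Amount: TNAP 1/800 final. Incubation: 30 min, room temperature. Read-out: TNAP activation factor scaled between EDTA and DMSO control wells. Signal: luminescence from CDP-star hydrolysis. Medium: 1 M DEA, pH 9.8, Mg2+, Zn2+. Control set: EDTA negative control, DMSO positive control.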
FLuc act counter – firefly luciferase counter-screen for stimulation assays | 200,000 tested, under 10 active | activation factor at 10 µM | ATPlite luciferase biochemical, luminescence, 10 min; 0 = ATP-free wells, 1 = DMSO control;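 active means luciferase activation factor, scaled between plate controls, of at least 2 with compound at 10 µM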
Target sequence (P08659 whole entry, looked up): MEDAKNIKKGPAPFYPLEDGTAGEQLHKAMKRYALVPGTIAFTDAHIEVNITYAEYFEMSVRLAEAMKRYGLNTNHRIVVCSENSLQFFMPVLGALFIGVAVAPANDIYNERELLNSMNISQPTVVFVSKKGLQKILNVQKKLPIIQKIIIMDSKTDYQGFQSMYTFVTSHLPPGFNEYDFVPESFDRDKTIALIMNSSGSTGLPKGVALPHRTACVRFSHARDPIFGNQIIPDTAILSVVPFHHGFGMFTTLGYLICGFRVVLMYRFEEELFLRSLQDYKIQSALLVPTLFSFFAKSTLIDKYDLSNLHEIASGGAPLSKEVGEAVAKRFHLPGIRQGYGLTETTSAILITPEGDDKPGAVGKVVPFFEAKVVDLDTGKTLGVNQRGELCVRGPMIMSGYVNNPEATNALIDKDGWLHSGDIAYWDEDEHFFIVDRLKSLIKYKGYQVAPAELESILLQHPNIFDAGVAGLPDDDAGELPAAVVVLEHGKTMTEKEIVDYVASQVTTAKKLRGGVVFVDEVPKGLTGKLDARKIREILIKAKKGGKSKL
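Assay system: Luciferase/luciferin reagent mix; Medium: PBS as buffer for the ATP substrate; Dosing: test compounds dosed from 2 mM stocks in 100% DMSO; Times: 10 min, room temperature; Signal: luminescence from luciferase reaction; Read-out: luciferase activation; Controls: No-ATP low control, compound-free enzyme-plus-ATP high control.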
PMI act – activators of human phosphomannose isomerase | P34949 | purified human PMI, coupled resazurin fluorescence, 20 min; active compounds read high; 1 = vehicle control, 0 substrate-free wells | activation factor at 20 µM | 190,000 compounds, 0.005% hits;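 active means activation factor of 2 or more at 20 µM, relative to plate controls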
bIAP act – increases bovine intestinal alkaline phosphatase activity; purified bovine IAP, CDP-star luminescence, 30 min; active compounds read high; fold of DMSO-control signal, blank-subtracted; 200,000 compounds, 0.17% hits; activation factor at 20 µM;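 active means activation factor of 2 or more at 20 µM, a signal rise over negative controls twice the positive control's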
FLuc inh counter – Photinus pyralis luciferase inhibition counter-screen. 200,000 compounds, 1.5% hits. inhibition, % at 10 µM. ATPLite firefly luciferase biochemical luminescence, 10 min. P08659;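 active means inhibition above about 50% when tested at 10 µM, limit read from the data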
PMI act hi M6P – increases human PMI activity with near-saturating mannose 6-phosphate | P34949 | coupled PMI enzyme assay, resazurin fluorescence, 20 min; active compounds read high; 1 = untreated enzyme, 0 = substrate-free blank | activation factor at 20 µM | 190,000 compounds, 0.34% hits;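 active means activation factor of 2 or more at 20 µM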
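test system = human PMI in coupled enzyme assay | medium = HEPES-buffered pH 7.4 with magnesium and detergent | also added = 1.0 mM mannose-6-phosphate substrate with 0.22 mM NADP+ | compound = 20 µM single dose | times = 20 min incubation at room temperature | measured by = resorufin fluorescence (Ex 544/Em 590 nm) from resazurin via diaphorase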
TNAP inh hi DEA – TNAP (human) inhibition, high acceptor. P05186. purified TNAP, CDP-star luminescence, 1 M DEA. inhibition, % at 20 µM. 200,000 compounds, 0.03% hits. AID 1135;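 active means over 50% inhibition of tissue-nonspecific alkaline phosphatase at 20 µM in the single-dose screen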;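 further: plate controls were DMSO wells for no effect and EDTA-quenched wells as full inhibition for full effect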
The depositor's hits bear a star; i = inactive; · = not tested or not shown; & = joins results of further samples. Compounds as they come (roughly 3.6% active in at least one column).

SMILES	NF-kB neuron act	APP 5'UTR act	TNAP inh no acc	TNAP act hi DEA	FLuc act counter	PMI act	bIAP act	FLuc inh counter	PMI act hi M6P	TNAP inh hi DEA
Cc1ccc(NC(=O)CN2C(=O)S/C(=C\c3cc(C)n(-c4ccc(C(=O)O)cc4)c3C)C2=O)cc1	1	18	-3	1	1	1	1.1	-2	0.8	2
OCCC1CN(Cc2cccn2-c2cccnc2)CCN1Cc1ccccc1 (configuration not stated)	1.2	11	-10	1	1.1	1	1.1	-6	1.1	-5
O=C(O)CSc1nc2ccc(Cl)cc2[nH]1	1.1	4	-14	1	1	1.1	0.9	0	1	-5
CCCCCCCC[n+]1cccc(C(=O)N(CC)CC)c1	1.1	13	-3	1	1	1	0.9	-3	1	-3
Cc1ccc(C(=O)Nc2sc3c(c2C#N)CCCCC3)cc1C	1.3	31	-14	1	1	1	0.9	1	1	-5
COc1cnn(-c2ccc(C)cc2)c(=O)c1Br	1.8	14	1	1	0.9	1.1	1.1	6	1	0
Cn1c(SCCOc2ccccc2Cl)nnc1-c1ccncc1	1	6	-5	1	1	0.9	0.8	-1	0.9	-1
Cc1ccc(C(=O)N2CC(=O)Nc3ccc(F)cc3C2c2ccccc2)cc1[N+](=O)[O-] (configuration not stated)	0.63	3	-10	1	1	1	0.3	-2	1.1	-4
COCCOC(=O)c1c(C)oc2ccc(OCc3ccccc3)cc12	1.3	-16	-3	1	1	1	1	-5	0.9	1
CCn1c(CCc2nc3ccccc3[nH]2)n[nH]c1=S	1.6	23	-27	1	1	1	1.3	0	1	-4
OCCN(CCO)c1ccc(C(c2ccc(Cl)cc2)c2ccc(N(CCO)CCO)cc2Cl)c(Cl)c1	0.63	-12	-4	1	1	1	1.1	-4	0.9	-1
Cc1ccc(S(=O)(=O)Nc2ccc(-c3nc4ccc(C)cc4s3)cc2)cc1	0.84	3	-21	1	·	0.9	0.9	·	0.9	-4
Cc1cc(N2CCN(c3ccccc3Cl)CC2)n2cc(-c3ccccc3)nc2n1	0.95	17	-25	1	1	0.9	1.1	4	0.9	2
CCN(C(=O)C1CCCCC1)c1nnc(-c2cccnc2)s1	1.1	5	-15	1	1	1.2	1	-2	1.2	-1
CCOc1nnc(C)c2c(C)n(-c3cccc(Cl)c3)nc12	1.2	-9	-21	1	1	1	1.3	0	1.1	-4
Cc1ccc(-n2[nH]c3c4c(ccc3c2=O)C(=O)c2ccccc2C4=O)cc1	1.6	-11	-1	0.9	1	0.9	0.9	-2	0.9	10
O=C(CSc1nnc(-c2cccnc2)n1Cc1ccco1)Nc1nc(-c2ccc(F)cc2)cs1	0.5	8	-2	1	0.9	0.9	1	6	0.9	1
CCOC(=O)c1cc2c(ccn2C)n1CC(=O)N1CCC(Cc2ccccc2)CC1	0.87	28	-13	1.1	1.1	1	1	-6	0.8	-8
O=C(CSc1nnc(-c2cccc(S(=O)(=O)N3CCCCC3)c2)o1)c1ccc[nH]1	1	16	-18	1	1	1.1	1	-4	0.9	-2
Cc1nn(Cc2ccccc2Cl)c(C)c1NC(=O)CCCn1nc(C)c([N+](=O)[O-])c1C	0.85	17	-5	1	1	0.9	0.9	-3	0.7	-2

A few values from above.
Reading for `Cc1ccc(S(=O)(=O)Nc2ccc(-c3nc4ccc(C)cc4s3)cc2)cc1` in bIAP act: 0.9
Reading for `CCOc1nnc(C)c2c(C)n(-c3cccc(Cl)c3)nc12` in FLuc inh counter: 0

The list goes on:
SMILES	NF-kB neuron act	APP 5'UTR act	TNAP inh no acc	TNAP act hi DEA	FLuc act counter	PMI act	bIAP act	FLuc inh counter	PMI act hi M6P	TNAP inh hi DEA
CCOC(=O)Cn1c(=N)n(CCOc2ccc3ccccc3c2)c2ccccc21	1.1	-14	-2	1	1.1	0.9	1	-8	1	-2
Cc1cc(C)c2[nH]c(=O)c(CN(Cc3cccnc3)C(=S)NCCCN(C)C)cc2c1	0.79	-10	4	1.1	1.1	1	1.1	-10	1	-5
COc1ccc(S(=O)(=O)N2CCC(C(=O)NCc3cccs3)CC2)cc1	0.9	1	-14	1.1	1.1	1	1	-6	1	-6
CCOC(=O)CSc1nc(N)c2c3c(sc2n1)CCCC3	1.2	9	-8	1.1	1	0.9	0.8	2	1	-6
COc1ccc(CCNc2nc(N3CCCCC3)nc(N3CCCCC3)n2)cc1OC	0.59	-10	-9	1.1	1.1	0.8	0.9	-6	0.8	-5
Oc1c(C=C2N=c3ccccc3=N2)sc(=S)n1-c1ccc(F)cc1	1.1&0.72	14&9	-2&0	0.9&1	1.1&1	0.9&1	1&0.9	-11&-4	0.9&1	8&2
CC(C)C1OC2c3cccc4cccc(c34)C2N1c1ccccc1 (configuration not stated)	1	-5	-6	1	1.1	0.9	1	-6	0.9	2
COc1ccc(OCC(=O)Nn2c(-c3ccc(C)cc3)nc3ccccc3c2=O)cc1	1.1	-16	-10	1.1	1	0.9	0.8	-2	0.9	-5
Cc1nc2ccccn2c1C(=O)Nc1ccc2c(c1)OCCO2	1.1	58	2	1	0.5	1.1	0.8	54*	1	-1
CN1CCN(C(=O)C2=C[C@H](C(C)(C)C)C[C@H](OCCCCO)O2)CC1	1.1	3	-4	1	1	1	1.1	0	1	-5
CC(C)c1ccc2c(c1)C1(NN=C(c3ccccc3)S1)C(=O)N2 (configuration not stated)	1.7	133	27	0.8	1	1	0.9	3	0.9	18
CCc1c(O)nc(SCC(=O)Nc2ccc(C)cc2)n(C2CCCCC2)c1=O	1.1	-4	-5	1	1	1	1	2	1.1	4
CC1CCc2sc(C(=O)OCC(=O)NC(C)C)cc2C1 (configuration not stated)	·	9	-10	1	1	1	1.1	2	0.9	0
COc1cc2c(cc1OC)C(c1cccs1)N(C(=S)NC(C)C)CC2 (configuration not stated)	1.4	40	-5	1.1	1.1	1	1.1	-9	1	-5
Clc1ccc(Cn2cnc3ccccc32)cc1	·	8	11	1	1	1.1	0.9	-4	1.1	0
Cc1ccc(Cn2ccc(NC(=O)c3cc(-c4cccs4)on3)n2)cc1	1.1	1	-1	1	1.1	1	0.9	-7	1	0
O=C(Cc1cn2ccsc2n1)OCc1ccccc1	5.3*	6	-4	1	1	0.9	1	0	0.9	1
COc1cc(CC(=O)Nc2ccccc2N2CCOCC2)cc(OC)c1OC	1.1	-10	-4	1	1	1.1	1.2	-1	1	-2
COCc1[nH][nH]c(=O)c1C=NCC(=O)OC	0.96	6	-9	1	1	1	1.2	-2	1.1	-1
O=C(NC1CCCCC1)c1cc(-c2ccco2)on1	2.6	60	-5	1	0.9	0.9	1	10	0.9	-1

4 entries drawn at random from the list so far, as already listed:
SMILES	NF-kB neuron act	APP 5'UTR act	TNAP inh no acc	TNAP act hi DEA	FLuc act counter	PMI act	bIAP act	FLuc inh counter	PMI act hi M6P	TNAP inh hi DEA
CCN(C(=O)C1CCCCC1)c1nnc(-c2cccnc2)s1	1.1	5	-15	1	1	1.2	1	-2	1.2	-1
COc1ccc(CCNc2nc(N3CCCCC3)nc(N3CCCCC3)n2)cc1OC	0.59	-10	-9	1.1	1.1	0.8	0.9	-6	0.8	-5
CC1CCc2sc(C(=O)OCC(=O)NC(C)C)cc2C1 (configuration not stated)	·	9	-10	1	1	1	1.1	2	0.9	0
CN1CCN(C(=O)C2=C[C@H](C(C)(C)C)C[C@H](OCCCCO)O2)CC1	1.1	3	-4	1	1	1	1.1	0	1	-5

Next records follow.
SMILES	NF-kB neuron act	APP 5'UTR act	TNAP inh no acc	TNAP act hi DEA	FLuc act counter	PMI act	bIAP act	FLuc inh counter	PMI act hi M6P	TNAP inh hi DEA
CCOc1cccc2sc(NC(=O)CC)nc12	0.99	-22	-16	1	1.1	1	0.9	-6	1.1	-3
COCCn1c(SCC(=O)c2ccccc2)nc2ccccc2c1=O	1	10	-13	1.1	1.1	0.9	1	-8	0.9	-11
CCOc1cc(N2CCOCC2)c(OCC)cc1NC(=O)CN1CCCC(C)C1 (configuration not stated)	1	-6	-4	1	1.1	0.8	1.3	-6	0.7	-1
CCCCNC(=O)CCSc1ccc(C)cc1	1	-4	-2	1	1	1	0.7	-2	1	0
O=C(CN1CCN(S(=O)(=O)c2ccc(Br)cc2)CC1)Nc1ccccc1C(=O)c1ccccc1	1.1	2	-5	1.1	1	1	1	-5	1	-6
Cc1ccc(OCCN2C(=O)C(=O)c3cccc(C)c32)cc1	2.1	-13	-8	1	1.1	·	0.9	-10	·	-3
N#CC1=C(N)SC2(CCCCC2)SC1c1ccccc1 (configuration not stated)	1.1	5	-80	1	1.1	1	1.1	-5	1.1	-2
COc1ccc(CNc2oc(C)nc2C#N)cc1	1	5	-10	1	1	1	1	-1	1	-1
C=C(C)Cn1c(=S)[nH]c2ccccc2c1=O	1	-6	-10	1	1.1	0.9	0.9	-9	0.9	1
O=C(CCN1C(=O)c2ccccc2C1=O)Nc1cccc(S(=O)(=O)N2CCCCC2)c1	0.97	-4	-19	1	1.1	0.9	0.9	-8	1	-4
O=C(N/N=C\c1ccc(F)cc1)c1cc(OCC(F)(F)F)ccc1OCC(F)(F)F	1.1	22	-6	1.1	1.1	1.1	0.9	-10	1	-9
CCn1c(O)c(/C=N/N=C/c2ccccc2)c2ccc(C3=NNC(=O)CC3)cc21	0.63	-1	1	0.8	1	1	0.7	-1	1	20
Cc1ccn2c(CN(C)CCn3nc(C)cc3C)c(C(=O)N3CCCCCC3)nc2c1	1.1	6	-2	1	1	0.9	1.1	-2	1	-2
Cc1c(NC(=O)C(C)OC(=O)c2cccc([N+](=O)[O-])c2)c(=O)n(-c2ccccc2)n1C (configuration not stated)	1.1	-23	-10	1	1	1.1	1	-3	1.1	1
CCN1/C(=C/C=C/C=C/c2sc3ccccc3[n+]2CC)Sc2ccccc21	0.35	-82	i	0.9	0.7	1.3	0.9	33	1.7	14
Cc1c(C(=O)NCCCN2CCCC2=O)oc2ccc(S(=O)(=O)N3CCOCC3)cc12	0.89	51	-3	1	1.1	1	1	-7	1.1	-1
Cc1cc(C)cc(NC(=O)N2CCCC2C(=O)Nc2ccc(-n3cnnn3)cc2)c1 (configuration not stated)	0.98	-6	-5	0.9	1	1.1	0.9	-4	1.1	10
Cc1cc(NC(=O)C(=O)NCCN2CCN(C(=O)c3cccs3)CC2)ccc1Br	1.1	-1	-11	1.1	1.1	0.9	0.8	-7	1	-5
Cc1noc(C)c1COc1cccc(C(=O)Nc2ccc(OCc3ccccc3)cc2)c1	1.2	11	-14	1.1	1	0.9	0.9	-1	1	-7
CN1CC=C2C(C#N)=C(N)C(C#N)(C#N)[C@H](c3cccc(Cl)c3)C2C1 (some centres not stated)	1	1	-15	1	1	0.8	0.9	-2	0.8	5
CC1CN(CN2C(=O)c3ccccc3C2=O)CC(C)O1 (configuration not stated)	0.94	1	-8	1	1	1	1	-4	1	-4
CC(C)(C)CC(=O)Nc1ccc(C(N)=O)cc1	1.3	3	-7	1	1	1.1	1	-2	1.1	-2
Cc1cc(Nc2cccc(Cl)c2)nc(NCc2ccccc2)n1	0.77	-5	-17	1	1	0.8	0.9	-4	0.9	-4
